Compound activity: PubChem, Sanford-Burnham Center for Chemical Genomics
tim23-1 inh – growth inhibitors of tim23-1 mutant yeast. S. cerevisiae tim23-1 growth, BacTiter-Glo luminescence, 24 h. inhibition, % at 20 µM. 330,000 compounds, 1.3% hits. AID 463212;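 active = growth inhibition of the mutant yeast at or above 50%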;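 also: temperature-sensitive mutant grown at 25 °C; plate controls were DMSO-treated mutant yeast for no effect and medium wells lacking yeast for full effect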
Mdm2 MdmX PPI – inhibitors of human Mdm2/MdmX interaction. O15151+Q00987. SaOS-2 split-luciferase Mdm2/MdmX complementation, luminescence. inhibition, % at 8 µM. 330,000 compounds, 3% hits;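 active = inhibition of at least 50% at 8 µM in the primary screen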
Target sequence (O15151 whole entry, looked up): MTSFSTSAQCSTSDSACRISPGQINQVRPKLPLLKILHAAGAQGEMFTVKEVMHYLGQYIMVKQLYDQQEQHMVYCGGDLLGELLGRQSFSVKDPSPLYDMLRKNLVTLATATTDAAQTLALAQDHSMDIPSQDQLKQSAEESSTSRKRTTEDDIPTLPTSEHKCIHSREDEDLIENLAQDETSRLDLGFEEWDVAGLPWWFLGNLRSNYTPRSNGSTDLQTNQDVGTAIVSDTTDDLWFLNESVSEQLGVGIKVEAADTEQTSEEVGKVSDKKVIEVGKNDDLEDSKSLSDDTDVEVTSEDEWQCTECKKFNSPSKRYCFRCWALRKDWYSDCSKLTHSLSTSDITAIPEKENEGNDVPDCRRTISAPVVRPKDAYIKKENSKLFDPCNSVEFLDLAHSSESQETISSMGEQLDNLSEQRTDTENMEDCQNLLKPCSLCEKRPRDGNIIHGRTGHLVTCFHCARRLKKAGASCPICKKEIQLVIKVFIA
Target sequence (Q00987 whole entry, looked up): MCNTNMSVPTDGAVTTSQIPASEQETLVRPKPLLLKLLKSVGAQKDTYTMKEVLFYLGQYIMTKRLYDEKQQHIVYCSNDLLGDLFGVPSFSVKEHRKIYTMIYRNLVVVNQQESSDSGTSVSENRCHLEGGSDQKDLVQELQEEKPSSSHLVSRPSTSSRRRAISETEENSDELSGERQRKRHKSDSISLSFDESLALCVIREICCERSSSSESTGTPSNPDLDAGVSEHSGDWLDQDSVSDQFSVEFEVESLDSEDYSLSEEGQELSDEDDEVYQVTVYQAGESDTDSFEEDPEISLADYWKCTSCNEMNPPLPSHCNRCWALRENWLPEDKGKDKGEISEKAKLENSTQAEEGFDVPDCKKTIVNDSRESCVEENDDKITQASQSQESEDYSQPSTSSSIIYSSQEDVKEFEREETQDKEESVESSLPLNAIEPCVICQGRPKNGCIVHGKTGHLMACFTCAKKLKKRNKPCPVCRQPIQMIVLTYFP
CHOP UPR activ – activators of apoptotic arm of unfolded protein response (CHOP) | CHO-CHOP luciferase reporter, UPR activation, luminescence; percent of tunicamycin response over DMSO baseline | activation, % at 10 µM | 330,000 compounds, 0.34% hits;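 active = at 10 µM dose, activation of 40% or more, normalized to positive control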;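 also: 100% = tunicamycin at 10 µg/mL and 0% = DMSO alone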
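System: CHO CHOP reporter cells. Amount: 500 cells per well. Buffer or medium: F12 medium, 10% FBS. Compound dosing: one dose, 10 µM in 0.5% DMSO. Incubation: 6 h compound exposure at 37 °C after overnight seeding. Technique: Steady-Glo luciferase luminescence. Benchmarks: tunicamycin and DMSO controls.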
TIM10 inh – inhibits growth of TIM10 yeast strain. AID 463195. S. cerevisiae TIM10 strain growth, BacTiter-Glo luminescence, 24 h. 330,000 compounds, 1.4% hits. inhibition, % at 10 µM;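 active = inhibition of 40% or more at the single tested concentration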;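 also: wild-type TIM10 isogenic control strain grown at permissive 25 °C; 0% = DMSO yeast wells and 100% = minimal medium wells without yeast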
tim10-1 inh – growth inhibitors of tim10-1 mutant yeast. S. cerevisiae tim10-1 ts strain growth, BacTiter-Glo, 24 h. inhibition, % at 20 µM. 330,000 compounds, 2.2% hits;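 active = inhibition of at least 40%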;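 also: mutant grown at 25 °C; 0% = DMSO wells with yeast and 100% = wells holding no yeast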
697 NFkB inh – lowers PMA/ionomycin-induced NF-kB signal in 697 B cells. 697 B-cell NF-kB luciferase reporter, 16 h. inhibition, % at 4 µM. 330,000 compounds, 0.33% hits; in the data active = inhibition above about 35%
Jurkat NFkB inh – lowers PMA/ionomycin-induced NF-kB signal in Jurkat cells | inhibition, % at 4 µM | PMA/ionomycin-induced NF-kB luciferase reporter, luminescence | 330,000 compounds, 0.53% hits | AID 435003; in the data active = inhibition above about 50%
UPR XBP1 act – adaptive UPR (XBP1) activation; CHO-XBP1 luciferase reporter, IRE1-XBP1 UPR activation, luminescence; percent of tunicamycin response, DMSO as zero; activation, % at 20 µM; 330,000 compounds, 0.33% hits;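 active = versus positive control, 20 µM dose yields 30% or more activation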;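 also: 100% = tunicamycin at 10 µg/mL and 0% = DMSO only wells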
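Material: IRE1-XBP1 luciferase reporter CHO line / Quantity: one thousand reporter cells per well / Buffer or medium: F12 with 10% serum / Compound: 20 µM single concentration, DMSO 1% / Times: 6 h treatment, 37 °C / Detection: Steady-Glo luciferase glow luminescence, 10 min after reagent addition / Benchmarks: tunicamycin high, DMSO low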
* marks the source's active call; other numbers are inactive results.

Structure	tim23-1 inh	Mdm2 MdmX PPI	CHOP UPR activ	TIM10 inh	tim10-1 inh	697 NFkB inh	Jurkat NFkB inh	UPR XBP1 act
CCCn1c(N2CCN(CC(=O)c3c[nH]c4ccccc34)CC2)nc2c1c(=O)[nH]c(=O)n2C	8	4	-1.6	0	-7	-27	-6	-3
Cc1cc(OC(C)C(=O)NCC2CCC(C(=O)O)CC2)c2c(C)cc(=O)oc2c1 (centres undefined)	-9	11	-1.3	-10	-7	25	-5	-4
Cc1nnc(NC(=O)CN2CCN(Cc3ccccc3)CC2)s1	-4	10	0.8	-9	0	2	1	-1
COc1ccc(/C=C/C(=O)N2CCN(c3ccccn3)CC2)c(OC)c1OC	30	15	-1.5	4	8	4	-22	-2
O=C(COC(=O)c1ccccc1Cl)NC1CCCCCC1	31	-25	1.4	-3	5	8	-2	0
CCOc1cc(/C=N/N=C2/NC(=O)C(CC(=O)O)S2)ccc1OCc1ccccc1Cl (centres undefined)	13	11	-2.1	12	11	-17	-11	2
COc1cccc(C(=O)NC(C)c2ccc(Br)cc2)c1 (centres undefined)	24	9	-2.2	-21	-17	16	5	-3
COC(=O)Cn1c(=NC(=O)CSCC(=O)Nc2cc(C)on2)sc2cc(C(=O)OC)ccc21	-22	-5	0.5	-21	-13	-2	13	4
CC1CCN(S(=O)(=O)c2ccc3c(c2)N(CC(=O)NCCCOC(C)C)C(=O)CO3)CC1	0	2	-1.8	13	7	-6	-7	-1
CC1=[N+](CC(=O)NC(C)(C)C)CCc2ccccc21	-6	4	0.0	9	-2	25	4	0
O=C(C1CCN(S(=O)(=O)c2cccc([N+](=O)[O-])c2)CC1)N1CCOCC1	-11	2	1.1	-9	-4	33	5	-2
O=C(Nc1ccccc1)c1ccccc1OCc1cccc([N+](=O)[O-])c1	19	13	-1.9	11	9	-5	5	2
COC(C[C@H](O)C[C@H](O)COCc1ccccc1)OC	8	11	0.1	3	7	-11	-2	-1
Cc1cc(C)n(-c2nc3nonc3nc2Nc2cccc(C)c2C)n1	2	51*	2.0	11	20	1	12	6
CN(C)S(=O)(=O)c1cc(C(=O)OCCn2cnc3c2c(=O)n(C)c(=O)n3C)ccc1Cl	16	6	1.4	13	1	8	0	0
COc1cc(OC)cc(C(=O)N2CCC(N3CCN(c4ccccc4OC)CC3)CC2)c1	10	17	5.7	-4	14	11	12	-4
Cc1cc(C)n2cc(CSCc3ccco3)nc2n1	14	8	-4.5	-15	2	6	7	-2
COc1ccc(N2CC(C(=O)Nc3ncccc3C)CC2=O)cc1 (centres undefined)	-1	10	0.9	6	-27	11	0	-1
OC1(c2ccccc2)CN(c2ccccc2)C2=[N+]1CCS2 (centres undefined)	12	-20	0.1	-9	11	-8	1	-2
Cc1sc2nc(CSCC(=O)Nc3ccc(N4CCOCC4)cc3)[nH]c(=O)c2c1C	1	16	-2.2	12	0	28	5	-4
CCN(Cc1nc(-c2cccc(Cl)c2)no1)CC1CCCO1 (centres undefined)	20	4	2.7	6	32	11	-23	0
CC(C)OC(=O)c1cc(-c2ccc(C=O)o2)ccc1Cl	47	17	3.0	12	-2	-10	-24	0
COc1cnn(C(C)(C)C)c(=O)c1Cl	1	-30	2.5	-10	-8	11	7	0
Cc1ccc(-c2csc3ncn(CC(=O)NCC(c4ccco4)N4CCCC4)c(=O)c23)cc1 (centres undefined)	-11	15	1.2	0	-1	11	5	-3
CCN1c2ccccc2NC2C1C(C(C)=O)C(=O)N2c1ccc(Cl)cc1 (centres undefined)	69*	7	5.9	52*	62*	8	-1	-1
COc1cc(C2CC(c3c(C)cc(C)[nH]c3=O)=NN2c2ccccc2F)cc(OC)c1OC (centres undefined)	28	17	0.4	3	26	-9	-14	2
CNc1sc(C(=O)c2ccc(F)cc2)c(N)c1-c1nc2ccccc2s1	42	-30	4.3	35	41*	-52	-16	4
O=C(Oc1ccc2cc(Br)ccc2c1)c1cccnc1	20	24	0.5	12	12	7	-4	3
Cc1cc(=O)oc2c(C)c3occc3cc12	16	14	-0.8	-1	9	-3	-4	2
c1ccc(Nc2nc(N3CCCC3)nc(N3CCOCC3)n2)cc1	12	20	-2.7	3	2	17	5	2

Complete entries, quoted from the list. Order of screens: tim23-1 inh	Mdm2 MdmX PPI	CHOP UPR activ	TIM10 inh	tim10-1 inh	697 NFkB inh	Jurkat NFkB inh	UPR XBP1 act
`Cc1cc(OC(C)C(=O)NCC2CCC(C(=O)O)CC2)c2c(C)cc(=O)oc2c1` (centres undefined) across the screens: -9	11	-1.3	-10	-7	25	-5	-4
`COc1ccc(N2CC(C(=O)Nc3ncccc3C)CC2=O)cc1` (centres undefined) across the screens: -1	10	0.9	6	-27	11	0	-1
`O=C(Oc1ccc2cc(Br)ccc2c1)c1cccnc1` across the screens: 20	24	0.5	12	12	7	-4	3

Remaining list, next part.
Structure	tim23-1 inh	Mdm2 MdmX PPI	CHOP UPR activ	TIM10 inh	tim10-1 inh	697 NFkB inh	Jurkat NFkB inh	UPR XBP1 act
CC(=O)N1CCN(C23CC4CC(CC(C4)C2)C3)CC1	8	14	-2.2	10	4	22	10	-2
CS(=O)(=O)N(Cc1ccccc1)c1ccc(C(=O)NCc2cccnc2)cc1	-6	4	0.8	-11	5	-12	12	0
CCN(CC)C(=O)C1CCCN(c2ncnc3c2cnn3-c2cccc(C)c2)C1 (centres undefined)	17	24	-4.7	2	12	8	-5	-10
CC(C)CNC(=O)c1ccccc1NC(=O)/C=C/c1cccc([N+](=O)[O-])c1	-15	17	0.5	-16	12	-16	-4	4
O=C(NCc1cccnc1)c1ccc(S(=O)(=O)N2CCCCCC2)cc1	1	-27	2.0	7	15	-10	-1	-1
COc1ccc(/C=C2/SC(=O)N(CCC(=O)Nc3ccc(C)cc3)C2=O)cc1OC	16	30	0.4	16	17	-5	-19	3
C=CCn1cc(C(C)=O)c(=O)[nH]c1=O	3	-1	1.3	-11	-14	-4	-10	0
CN(C(=O)CC1C(=O)NCCN1Cc1ccc(F)c(F)c1)C1CCOCC1 (centres undefined)	34	-7	-0.6	-4	15	-2	18	-1
O=[N+]([O-])c1ccccc1S(=O)(=O)N(CC(O)CN1CCCCC1)c1ccccc1 (centres undefined)	1	-16	-0.7	4	-12	-4	3	-4
Cc1nc(-c2ccc(S(=O)(=O)Nc3cccc(Cl)c3)cc2)co1	19	0	1.4	3	14	-11	5	-2
CC1CCc2[nH]c3ccc(C(=O)O)cc3c2C1 (centres undefined)	5	7	-0.8	2	8	0	-2	-3
Cc1nnc(SCC(=O)c2ccccc2F)n1Cc1ccccc1	19	-9	1.0	5	7	3	0	-2
COc1ccc(/C=N\NC(=O)C2C(=O)NCC2c2ccccc2)cc1O (centres undefined)	0	-7	1.7	5	3	-2	3	0
CC(=O)c1ccc(OCCCC(=O)N2CCN(S(=O)(=O)c3cccs3)CC2)cc1	29	0	-0.5	22	30	-8	-6	0
CCN1C(=O)C(CC(=O)Nc2ccc(OC)cc2)N(Cc2cccs2)C1=S (centres undefined)	25	5	-0.6	2	37	14	4	-3
Nc1cc(N)nc(SCc2ccccc2)n1	15	-23	6.7	8	3	-41	-41	2
O=C(CSc1nc2ccccc2s1)N1N=C(c2cccs2)CC1c1ccc(F)cc1 (centres undefined)	20	5	-2.0	29	30	-2	-13	-4
COC(=O)c1cccc(NC(=O)c2cc3sccc3n2C)c1	34	-29	2.6	31	44*	-53	-65	0
Cc1c(NC(=O)CSc2nnc(COc3ccccc3)n2-c2ccccc2)c(=O)n(-c2ccccc2)n1C	16	3	2.5	10	15	-20	-5	1
CCCCN(C(=O)c1ccc2ccccc2c1)c1c(N)n(CCCC)c(=O)[nH]c1=O	26	-7	0.5	3	6	18	-6	-2
O=C(O)c1ccc(Cn2c(SCc3cc(=O)n4cc(Br)ccc4n3)nc3ccsc3c2=O)cc1	8	-11	-1.7	4	11	-10	-3	3
CCOC(=O)c1c(C)nc(C)c(C(=O)OCC)c1-c1ccccc1	30	-12	-3.6	9	23	3	0	-2
CCC(=O)N1CCN(c2ccccc2NC(=S)NC(=O)c2cccc([N+](=O)[O-])c2)CC1	18	-3	-3.0	19	33	-4	-30	-6
O=C(CSc1ccc(-c2ccccn2)nn1)N1CCCc2ccccc21	14	18	-1.3	5	14	-7	-9	0
Cc1ccc(C(=O)OCC(=O)NCc2cccs2)s1	7	23	-0.5	-11	-12	-9	4	0
CC(=O)Nc1ccc2c(c1)N(C(=O)CN(C)C)c1ccccc1CC2	7	2	1.8	-8	-20	-3	-20	-2
Cc1ccc(/C=N/NC(=O)c2ccc(-c3ccccc3)cc2)o1	24	22	0.9	-3	-52	22	-1	0
CCN(CC(=O)Nc1c(F)cccc1F)C(=O)CCNC(=O)c1ccco1	14	14	1.5	4	10	15	2	-1
COc1ccc(C(=O)Oc2ccc3c(C)cc(=O)oc3c2C(C)=O)cc1	14	15	3.0	15	23	-7	13	-1
O=C1c2ccccc2C(=O)N1CSc1nnc(Nc2ccccc2)s1	1	3	0.6	-14	-9	-13	18	4

(further entries)
Structure	tim23-1 inh	Mdm2 MdmX PPI	CHOP UPR activ	TIM10 inh	tim10-1 inh	697 NFkB inh	Jurkat NFkB inh	UPR XBP1 act
CCOC(=O)Cn1c(CN2CCOCC2)nc2c1c(=O)n(C)c(=O)n2C	3	0	-1.4	9	14	-1	-7	-3
CSc1nc2c(c(=O)[nH]1)C(c1cccc(Br)c1)CC(=O)N2 (centres undefined)	-7	13	0.8	6	-3	4	-6	-3
CC1=C(C(=O)NCCc2ccc(C)cc2)C2(CCC(C)CC2)OC1=O (centres undefined)	26	5	-0.5	4	24	11	9	-3
CC(C)c1nnc(NC(=O)C2CCCN2C(=O)Nc2ccccc2[N+](=O)[O-])s1 (centres undefined)	11	-4	1.8	2	6	16	5	-1
NNC(=O)c1ccc(COc2ccc(Br)cc2)o1	17	-9	0.3	-32	-11	-16	-23	-3
COc1ccc(CCNc2ccc(S(=O)(=O)N3CCN(C)CC3)cc2[N+](=O)[O-])cc1	16	21	1.4	15	29	-12	8	0
COc1ccc(N2CC(NC(=O)Nc3ccccc3)CC2=O)cc1 (centres undefined)	0	1	-1.9	-21	-8	21	-10	-1
O=C(CSc1nnnn1C1CCCC1)c1ccc2c(c1)OCCO2	53*	-45	-4.3	34	39	-44	-83	-3
COc1ccc(C(=O)NC(=S)NCc2cccnc2)cc1OC	-4	24	-0.7	-16	7	-3	-10	-2
COc1cc(C)c(S(=O)(=O)NCc2cccnc2)cc1C	-3	14	1.8	2	1	4	-4	-3
Cc1c(C(=O)N(C)C(C)c2ccncn2)oc2c(F)cccc12 (centres undefined)	2	1	1.0	-3	-1	-6	4	-2
CC1(C(=O)Nc2cccc(S(=O)(=O)N3CCOCC3)c2)Cc2ccccc2C(=O)O1 (centres undefined)	13	7	0.4	19	11	15	4	-5
O=C(COC(=O)C1CCC1)NCc1ccccc1	-4	25	-0.2	-2	-14	14	20	-2
Cc1cc(C)n(CC(=O)N2CCCC(N3CCN(Cc4ccc5c(c4)OCO5)CC3)C2)n1 (centres undefined)	8	26	0.6	5	0	8	4	0
COc1cc(/C=N/NC(=O)C(=O)/C=C2\NC3(CCCC3)Cc3ccccc32)ccc1O	45	6	9.1	47*	52*	-26	-14	4
CCOC(=O)c1sc(NC(=O)CSc2nnc(Cc3ccccc3)o2)c(C#N)c1C	27	10	4.2	5	23	-4	0	-3
COC(=O)C1=CN(C(C)C)C=C(C(=O)OC)C1c1cccc(OC)c1	14	22	-1.0	18	10	-2	-15	-2
O=C(c1nc2ccccc2s1)N1CCSCC1	12	-3	4.0	-3	7	-30	-40	2

Not a hit list. About 6.6% of those tested had a hit in this group.
